# Caspase-1 inhib: qHTS Assay for Allosteric/Competitive Inhibitors of Caspase-1. actives 0.03% (n = 75,000). Caspase-1 enzyme, Ac-WEHD-AFC fluorogenic rate. Potency, µM (highest dose often 57.5 µM), for the others: at the top dose activity change, negative = inhibition, usual class: inhibitors. P29466;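 note: potency is the fitted concentration of half-maximal effect; plate controls were vehicle for no effect and no substrate for full effect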
# 15-hLO inh: qHTS Assay for Inhibitors of 15-hLO (15-human lipoxygenase); Polyunsaturated fatty acid lipoxygenase ALOX15 (Homo sapiens), P16050; purified 15hLO-1, xylenol orange hydroperoxide absorbance; Potency, µM (doses to about 57.1 µM), for the others: at the top dose activity change, negative = inhibition, usual class: inhibitors; actives 1.4% (n = 74,000); AID 887, 2007; note: potency is the fitted concentration of half-maximal effect; % is set by controls: 0 for no effect and ±100 for the full control effect; nearly all actives have a fitted effect of over 55% in size
#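 Purified human 15hLO-1 (40 nM final) in 25 mM Hepes pH 7.5, 0.01% Triton X-100 was preincubated with compound 15 min at room temperature, then reacted 6 min with 50 uM arachidonic acid; hydroperoxide detected by Fe-XO, 573/405 nm absorbance ratio.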
# BRCT PPI red: qHTS Assay for Inhibitors of BRCT-Phosphoprotein Interaction (Red Fluorophore); Breast cancer type 1 susceptibility protein (Homo sapiens), P38398; actives 0.03% (n = 75,000); Potency, µM (highest dose often 76.9 µM), for the others: at the top dose activity change, negative = inhibition, most hits filed as inhibitors; AID 892, 2007; BRCT-phosphopeptide binding, red fluorescence polarization; note: % is set by controls: 0 for no effect and ±100 for the full control effect
#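 Rhodamine-labelled pBACH1 10-mer (100 nM) bound to BRCT domain (100 nM) at pH 7.3; compounds incubated 12 min room temperature, polarization read. Free peptide defines full inhibition; unlabelled decapeptide titrated as control.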
# BRCT PPI green: qHTS Assay for Inhibitors of BRCT-Phosphoprotein Interaction (Green Fluorophore); Breast cancer type 1 susceptibility protein (Homo sapiens), P38398; BRCA1 BRCT-phosphopeptide binding, green fluorescence polarization; Potency, µM (series often up to 76.9 µM), for inactives: at the highest dose activity change, negative = inhibition, usual class: inhibitors; actives 0.05% (n = 75,000); AID 875, 2007;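 note: potency is the fitted concentration of half-maximal effect; plate controls were peptide without protein for full effect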
#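 Fluorescence polarization: His-tagged BRCT (~35 kDa BRCA1 C-terminus, 250 nM) bound to 100 nM fluorescein-labeled phosphorylated 10-aa BACH1 peptide, pH 7.3 phosphate buffer with DTT and Tween 20. Compounds incubated 12 min at room temperature; inhibition read as lowered polarization.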
# Caspase-7 inhib: qHTS Assay for Allosteric/Competitive Inhibitors of Caspase-7; recombinant caspase-7, Ac-DEVD-AFC fluorescence rate; Potency, µM (highest dose often 57.5 µM), without a hit: at the top dose activity change, negative = inhibition, most hits filed as inhibitors; actives 0.02% (n = 75,000); active = well fitted inhibition curve with a large enough effect in the main read-out, with a control signal flat, not every such curve was filed as active; inconclusive = small, poorly fitted or top-dose-only effect, or a change in a side signal; note: potency is the fitted concentration of half-maximal effect; % of control where 0% means no effect
# DNA Pol III inh: qHTS Assay for Inhibitors of DNA Polymerase III Holoenzyme System; AID 603, 2007; reconstituted DNA polymerase III holoenzyme replication, biochemical; actives 0.25% (n = 71,000); Potency, µM (top dose mostly 57.1 µM), without a hit: at the highest dose activity change, negative = inhibition; note: potency is the fitted concentration of half-maximal effect; % is set by controls: 0 for no effect and ±100 for the full control effect
#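 Reconstituted *E. coli* holoenzyme (0.35 nM Pol III, 1 nM beta, 154 nM SSB, 2 nM primase) was preincubated with compound for 15 min at RT. Synthesis on 1.4 nM ssM13Gori ran 35 min, then was stopped with PicoGreen/EDTA and read as dsDNA fluorescence.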
# USP2a inhib: qHTS Assay for Inhibitors of Ubiquitin-specific Protease USP2a. Ubiquitin carboxyl-terminal hydrolase 2 (Homo sapiens), O75604. USP2a enzymatic assay, qHTS inhibition. Potency, µM (top dose mostly 38.3 µM), without a hit: at the highest dose activity change, negative = inhibition, hits mostly inhibitors. actives 0.1% (n = 60,000);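 note: potency is the fitted concentration of half-maximal effect; nearly all actives have a fitted effect of over 60% in size; plate controls were DMSO for no effect and NEM full inhibition control for full effect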
#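 Inhibition is measured in a cell-free coupled assay with 20 nM USP2 core, 20 nM Ub-PLA2 and 20 uM NBD C6-HPC, 2.5 h incubation. Activity normalized to NEM control.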
# HADH2 inhib: qHTS Assay for Inhibitors of HADH2 (Hydroxyacyl-Coenzyme A Dehydrogenase, Type II); recombinant HADH2, NADH fluorescence, beta-hydroxybutyryl-CoA; actives 3.4% (n = 73,000); Potency, µM (series often up to 57.1 µM), without a hit: top-dose activity change, negative = inhibition, actives largely listed as inhibitors; 3-hydroxyacyl-CoA dehydrogenase type-2 (Homo sapiens), Q99714; AID 886, 2007; note: potency is the fitted concentration of half-maximal effect; % is set by controls: 0 for no effect and ±100 for the full control effect; nearly all actives have a fitted effect of over 60% in size; many of its hits are not listed in these tables
#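 E. coli-expressed His-tagged HADH2 tested at 20 nM in alkaline Tris buffer (pH 9.0); oxidation of 90 uM beta-hydroxybutyryl-CoA with 1 mM NAD+ tracked fluorimetrically for 4 min.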
# Tau fil binding: qHTS Assay for Tau Filament Binding; AID 596, 2007; recombinant tau filaments, thioflavin S fluorescence, 15 h; filaments grown with octadecylsulfate alongside compound; Potency, µM (doses to about 57.1 µM), inactives show at the highest dose activity change, negative = inhibition; actives 2% (n = 71,000);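 note: potency is the fitted concentration of half-maximal effect; % is set by controls: 0 for no effect and ±100 for the full control effect; actives lower thioflavin S fluorescence by blocking filaments or displacing dye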
#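 Thioflavine S fluorescence (ex 450, em 510 nm) reports filaments formed from 1 uM human tau plus 30 uM ODS over 15 h at 37 C (10 mM HEPES pH 7.4, 100 mM NaCl, 5 mM DTT); compounds displacing dye or blocking filaments lower signal.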
# Rhodamine fluor: qHTS Assay for Spectroscopic Profiling in Rhodamine Spectral Region; Rhodamine-region fluorescence, 547/598 nm, Tris buffer; active compounds read high; max dye-equivalent concentration, M; actives 0.05% (n = 59,000); in the data active = max dye-equivalent concentration above about 11 nM; inconclusive = between about 1.1 nM and that limit
#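 A six-point rhodamine series on each plate calibrates the signal. Compounds sit in 100 mM Tris (pH 8.0) for 15 min at ambient temperature before imaging through 547 nm/598 nm filters.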
# HEK293 cAMP ctrl: qHTS Assay for Agonists of the Thyroid Stimulating Hormone Receptor: Activators of Intracellular cAMP Concentrations in Parental HEK 293; parental HEK293 CNG cAMP sensor, membrane potential fluorescence; Potency, µM (titrated, usually from 57.1 µM), for the others: at the highest dose activation, most hits filed as activators; actives 2.5% (n = 73,000); note: potency is the fitted concentration of half-maximal effect; % of control where 0% means no effect; nearly all actives have a fitted effect of over 55% in size
#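 Parental HEK 293 cells stably expressing a modified CNG channel (no TSHR) report cAMP rise as membrane depolarization. Membrane potential dye with 100 uM RO 20-1724 was loaded for 60 min at room temperature, then compound added for 30 min; fluorescence read at 590 nm.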
# An asterisk follows results filed as active; i = inactive; u = inconclusive; x = not tested or not shown; & = joins results of further samples; [ ] = another dose, or the depositor's remark. Unless noted, calls come from the whole dose curve; as a rule, active = well fitted curve in the direction sought with a large enough effect; inconclusive = small, poorly fitted or top-dose-only effect, or another doubt; inactive = no such curve, though single readings can be large; an effect the other way counts as inactive or inconclusive. This is a subset, so the mix of outcomes need not match the whole.
SMILES,Caspase-1 inhib,15-hLO inh,BRCT PPI red,BRCT PPI green,Caspase-7 inhib,DNA Pol III inh,USP2a inhib,HADH2 inhib,Tau fil binding,Rhodamine fluor,HEK293 cAMP ctrl
CCCC(=O)NCCc1c2n(c3ccc(OC)cc13)CCCc1ccccc1-2,-3%,-7%,-1.1%,-0.8%,1%,-4%,7%,u,-9%,i,u
CC(C)=CCC/C(C)=C/CN(CC(C)O)CC(C)O (stereo not drawn),3%,3%,-0.5%,-0.7%,0%,-3%,9%,2%,-24%,i,-6%
S=c1[nH]nc(C23CC4CC(CC(C4)C2)C3)n1Cc1ccco1,-2%,-26%,0.7%,-0.8%,1%,0%,12%,-28%,0%,i,13%
COc1ccccc1NC(=O)c1[nH]c(C)c(C(C)=O)c1C,-1%,1%,0.3%,-1.0%,0%,-1%,5%,-3%,-2%,i,10%
CC(SCc1ccccc1)C(=O)NC1CCCC1 (stereo not drawn),-1%,5%,-1.1%,-0.2%,1%,9%,2%,8%,-2%,i,8%
COC(=O)c1ccc(C2c3c(oc4cc(C)c(C)cc4c3=O)C(=O)N2CCCN(C)C)cc1 (stereo not drawn),-2%,2%,2.7%,-2.9%,-1%,1%,x,-5%,10µM*,x,6%
c1cc2c(nn1)CCc1nonc1-2,-1%,-1%,0.4%,-0.9%,0%,-5%,-1%,-6%,-9%,i,3%
COc1ccc(Oc2ncc3nc(C)c(=O)n(C)c3n2)cc1,-5%,11%,-0.4%,-1.7%,-1%,-9%,1%,-7%,1%,i,9%
N#Cc1nc(-c2ccc(OCc3ccccc3)cc2)oc1N1CCC(C(N)=O)CC1,0%,u,-2.8%,-7.5%,-1%,-3%,-3%,u,59%,i,-5%
Cc1[nH]c(=O)[nH]c(=O)c1S(=O)(=O)N1CCCC(C(=O)NCCc2ccccc2)C1 (stereo not drawn),-1%,15%,-1.3%,-0.7%,4%,-8%,-5%,0%,10%,i,2%
CCOC(=O)CCN1C(=O)[C@H]2[C@H]3[C@H](O)[C@H](O)C/C(=N/OC/C=C(\C)CCC=C(C)C)[C@@H]3CC[C@@H]2C1=O,-1%[11.5 µM],-3%[11.4 µM],-0.4%[15.4 µM],-0.2%[15.4 µM],-2%[11.5 µM],x,x,4%[11.4 µM],x,x,1%[11.4 µM]
O=C(CSc1nnc(NCc2ccccc2)s1)c1ccco1,0%,21%,1.6%,-1.3%,1%,-2%,-4%,u,-14%,i,-2%
CN1CCN(c2ncnc3ccc(-c4ccccc4C(F)(F)F)cc23)CC1,0%,9%,0.8%,6.7%,0%,0%,39%[activator],7%,-11%,i,u
COC(=O)c1c(NC(=O)CN2CCC(C)CC2)c2c(C)cccc2n1C,-2%,3%,-2.1%,-3.2%,0%,-1%,9%,-12%,1%,i,13%
COC(=O)C(/C=C/C(C)Cc1cc(Br)cc(OCc2ccccc2)c1OC)OCc1ccccc1 (stereo not drawn),2%[11.5 µM],-3%[11.4 µM],-1.9%[15.4 µM],-0.7%[15.4 µM],2%[11.5 µM],x,x,-4%[11.4 µM],x,x,16%[11.4 µM]
Cc1cnc(C(=O)OCC(=O)N2CCc3ccccc3C2)cn1,0%,-13%,0.2%,-0.7%,1%,-9%,1%,3%,0%,i,7%
Cc1cc(=O)[nH]c(N2CCCC2)n1,-2%,10%,-1.1%,-0.8%,1%,4%,1%,3%,0%,x,-2%
CN(c1ccc(C(=O)Nc2cccnc2)cc1)S(C)(=O)=O,-2%,7%,-1.1%,0.1%,-1%,-3%,-2%,4%,-16%,i,8%
COc1ccc(C)cc1S(=O)(=O)N(CC(=O)O)c1ccc(C)cc1,-1%,-2%,0.3%,-0.1%,1%,-2%,1%,5%,8%,i,24%
O=C(NC1CCCc2ccccc21)C1CCCO1 (stereo not drawn),-2%,5%,0.6%,1.5%,0%,x,x,-16%,x,x,-9%
O=C1OCCN1CCN(CN1C(=O)CCC1=O)CN1C(=O)CCC1=O,0%,4%,-0.6%,14%,-2%,-8%,-3%,-7%,19%,i,0%
O=C(NCCCCN1CCCC1)c1ccc(-n2c(=O)c(=O)[nH]c3ccccc32)cc1,-5%,-1%,-1.9%,-0.9%,-2%,x,x,7%,x,x,-19%
COc1ccc(Cn2c(=O)[nH]c3cc(C(=O)N4CCN(Cc5ccccc5)CC4)ccc3c2=O)cc1,-5%,-12%,1.0%,1.8%,u,-1%,43%[activator],-6%,-23%,i,u
NCCc1cnc[nH]1,1%&0%&0%,-5%&-3%&3%,1.1%&-2.7%&2.4%,-0.5%,-1%&-2%&0%,6%,-7%&-2%,0%&-14%,-2%,i,u
Cc1ccc(N2C(=O)c3ccc(N)cc3C2=O)cc1C,u,-11%,-5.3%,-3.0%,-24%,-2%,2%,-8%,12%,i,u

# Going on with the list.
SMILES,Caspase-1 inhib,15-hLO inh,BRCT PPI red,BRCT PPI green,Caspase-7 inhib,DNA Pol III inh,USP2a inhib,HADH2 inhib,Tau fil binding,Rhodamine fluor,HEK293 cAMP ctrl
O=c1oc(-c2cc3ccccc3o2)nc2sc3c(c12)CCCC3,-5%,-5%,-1.1%,-2.9%,-6%,x,x,-12%,x,x,-2%
O=C(COc1ccc(S(=O)(=O)N2CCOCC2)cc1)NC1CCCC1,1%,3%,-0.1%,-2.6%,-2%,-9%,-3%,12%,-5%,i,10%
Cn1c(=O)c2c(nc(CN3CCc4ccccc4C3)n2Cc2ccccc2)n(C)c1=O,-12%,u,-0.4%,8.9%,-7%,-10%,56%[activator],17%,-3%,i,19%
CCCn1c(SCC(=O)N2c3ccccc3Sc3ccccc32)nc2c1c(=O)n(C)c(=O)n2C,2%,18%,1.6%,-1.0%,-6%,u,4%,-1%,7%,i,u
OCCN(CO)CO,-2%[11.5 µM],2%[11.4 µM],-0.6%[15.4 µM],0.5%[15.4 µM],-2%[11.5 µM],-9%[11.4 µM],x,-5%[11.4 µM],20%[11.4 µM],i,-5%[11.4 µM]
COc1ccc(NC(=O)N2CC3(CCN(C(=O)c4ccncc4)CC3)C2)cc1,-5%,0%,-1.0%,2.1%,2%,0%,6%,4%,3%,i,u
O=c1nc2n(c3cc(Cl)c(S(=O)(=O)N4CCOCC4)cc13)CCCCC2,0%,12%,0.1%,0.7%,0%,4%,-2%,4%,2%,i,8%
COc1ccc(-c2ccc(-c3noc(-c4ccccc4F)n3)c(OC)n2)cc1,-2%,3%,2.0%,1.0%,-2%,1%,11%,13µM*,12%,i,6%
CCC(C)(NC(=O)CNC(C)=O)C(=O)NC1CCCCC1 (stereo not drawn),-1%,1%,1.2%,-1.5%,0%,-1%,5%,-4%,5%,i,1%
CCCCc1noc2c1/C(=N\O)CC(c1ccccc1)C2 (stereo not drawn),-2%,18%,0.2%,-1.7%,1%,-4%,x,18%,-26%,i,0%
COc1ccc(C2CC(C(F)(F)F)n3nc(C(=O)Nc4ccc5c(c4)OCO5)cc3N2)cc1 (stereo not drawn),-2%,-13%,-1.4%,-0.4%,-2%,6%,37%[activator],1%,i,x,-23%
O=C(CSc1nnc(-c2cccs2)o1)N1CCCc2ccccc21,-1%,0%,-1.4%,-0.4%,1%,-5%,-8%,-11%,16%,i,29%
COc1cc(C2C(C(=O)OC(C)C)=C(C)Nc3[nH]c(=O)[nH]c(=O)c32)ccc1O (stereo not drawn),0%,-7%,0.8%,-3.7%,-4%,0%,-4%,-7%,12%,i,7%
COc1ccc(C2(C)NC(=O)N(Cc3cc(Cl)cc4c3OCOC4)C2=O)cc1OC (stereo not drawn),0%,14%,-2.3%,-3.1%,-2%,-1%,19%,14%,4%,i,16µM*
CC(NC(=O)c1cc2c(=O)n(C)c3ccccc3c2n1C)c1ccc2c(c1)OCCO2 (stereo not drawn),-4%,-1%,-0.8%,3.5%,-2%,-7%,x,-3%,247%,x,0%
